# Bioassay records from PubChem.
# Tb MetRS inh: blocks T. brucei methionyl-tRNA synthetase activity | inhibition, % at 11.9 µM | purified T. brucei MetRS, ATP depletion, Kinase-Glo luminescence | 0.4% of 360,000 active | AID 624268;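 active = inhibition above a per-plate cutoff of the control wells' mean inhibition plus 3 SD, cut at about 5.5% in these data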;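 also: 0% = DMSO wells median and 100% = median of wells with control inhibitor compound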
#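 Test system: purified T. brucei MetRS enzyme. Also added: ATP, methionine and E. coli bulk tRNA substrates. Compound: 11.9 µM single point. Schedule: 15 min enzyme-compound preincubation, 2 h reaction, 10 min detection, 25 °C. Signal: luciferase luminescence of residual ATP, Kinase-Glo. Evaluation: percent inhibition versus plate control medians. Controls: DMSO wells, low control.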
# MLLE-PAM2 inh: blocks PAM2 peptide binding to the PABP1 MLLE domain; P11940; GST-MLLE / FITC-PAM2 fluorescence polarization; 0.36% of 360,000 active; inhibition, % at 20 µM; in the data active = inhibition above about 35%, passing the limit was not always enough;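 also: plate controls were DMSO wells with GST-MLLE for no effect and wells lacking GST-MLLE protein for full effect; some results filed as inactive read as strong as hits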
# Target sequence (P11940 whole entry, looked up, the tested form may be a part): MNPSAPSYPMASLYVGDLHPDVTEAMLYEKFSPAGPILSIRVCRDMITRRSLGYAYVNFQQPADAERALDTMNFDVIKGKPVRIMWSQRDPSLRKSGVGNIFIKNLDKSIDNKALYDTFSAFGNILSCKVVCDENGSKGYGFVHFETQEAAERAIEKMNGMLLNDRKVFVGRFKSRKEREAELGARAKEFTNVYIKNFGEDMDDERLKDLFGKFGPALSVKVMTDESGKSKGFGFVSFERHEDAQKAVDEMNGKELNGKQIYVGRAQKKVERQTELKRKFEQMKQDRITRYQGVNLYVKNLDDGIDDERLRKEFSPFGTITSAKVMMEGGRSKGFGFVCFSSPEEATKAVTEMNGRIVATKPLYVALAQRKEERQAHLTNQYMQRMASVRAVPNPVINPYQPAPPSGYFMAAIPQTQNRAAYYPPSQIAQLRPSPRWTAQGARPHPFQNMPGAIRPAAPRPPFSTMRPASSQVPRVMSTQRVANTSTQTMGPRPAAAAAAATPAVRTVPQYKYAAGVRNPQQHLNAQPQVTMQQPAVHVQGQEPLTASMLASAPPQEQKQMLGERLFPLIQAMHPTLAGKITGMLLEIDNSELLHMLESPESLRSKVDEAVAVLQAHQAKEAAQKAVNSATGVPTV
# MsrA inhibitor: bovine MsrA inhibition; purified bovine MsrA, absorbance read-out; 0.75% of 360,000 active; inhibition, % at 15.5 µM; AID 651718; in the data active = inhibition above about 4.5%;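 also: 0% = vehicle wells with enzyme and 100% = reference inhibitor wells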
# FAS-TE inh: inhibitors of human fatty acid synthase thioesterase domain; P49327; recombinant FAS-TE, OMFH fluorogenic substrate, fluorescence endpoint; inhibition, % at 15 µM; 0.67% of 360,000 active;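 active = compounds whose normalised, plate-corrected inhibition of enzyme fluorescence in the single-dose primary screen is 50% or more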;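 also: 0% = DMSO with enzyme and 100% = substrate without enzyme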
# SKN-1 block: inhibitors of C. elegans SKN-1; C. elegans VP596 Pgst-4::GFP/RFP ratio, acrylamide-induced, 24 h; inhibition, % at 21.8 µM; 0.49% of 360,000 active;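 active = interference check ratio from 0.5 to 1.5 plus GFP to RFP signal ratio inhibition reaching or exceeding a fixed threshold, cut at about 30% in these data, passing the limit was not always enough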; also: some compounds called inactive have numbers as strong as hits
# MT1-MMP act inh: blocks activation of human MT1-MMP | P50281 | HT1080 RFP-PRO-GFP cells, GFP/RFP ratio fluorescence, overnight; percent of plate control window, DMSO zero | GFP/RFP ratio change, % at 20 µM | 0.061% of 360,000 active | AID 651647;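 active = GFP/RFP ratio change of at least 30% with cell ATP level not reduced by more than half and red fluorescence within 50% of control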; also: strong numbers were not always called active
#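 Assay system: HT1080 RFP-PRO-GFP cells. Benchmarks: DMSO vehicle wells and RFP-L50D-GFP reporter cell wells. Times: overnight cell settling, then overnight compound exposure, 37 °C, 5% CO2. Compound: 20 µM single dose, 1% DMSO. Read-out basis: GFP/RFP fluorescence ratio.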
# bovine MsrA act: bovine methionine sulfoxide reductase A activation. 0.3% of 360,000 active. activation, % at 10.6 µM. AID 602163. purified bovine MsrA, absorbance read-out; in the data active = activation above about 7.5%;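 also: 0% = vehicle and 100% = reference activator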
# eLon inh: inhibits E. coli Lon protease | 0.42% of 360,000 active | inhibition, % at 7.94 µM | purified E. coli Lon protease, fluorescence polarization | P0A9M0; in the data active = inhibition above about 13%, passing the limit was not always enough;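 also: 0% = enzyme with probe and DMSO and 100% = no enzyme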
# NRP1-CendR mod: alters CendR peptide binding to human NRP-1. FAM-RPARPAR peptide binding to NRP-1, fluorescence polarization. 0.85% of 360,000 active. inhibition, % at 25 µM. AID 602438. O14786;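 active = inhibition or corrected inhibition above about 18%, plus a signal ratio from 0.5 to 1.5, limit read from the data, passing the limit was not always enough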; also: strong numbers were not always called active
# * = called active by the depositor; / = not tested or not shown.
SMILES,Tb MetRS inh,MLLE-PAM2 inh,MsrA inhibitor,FAS-TE inh,SKN-1 block,MT1-MMP act inh,bovine MsrA act,eLon inh,NRP1-CendR mod
O=C(c1ccc(N2C(=O)c3ccccc3C2=O)cc1)N1CCCCC1,0.1,0,0.4,-2,4,0,-4,-3,3
Cc1c2c(cc3c1[nH]c1ccccc13)C=NCC2,0.3,-91,0.8,-153,23,-16,-3,-151,-169
CN(c1ccc(C(=O)Nc2ccccc2Sc2ccccc2)cc1)S(C)(=O)=O,-1.2,-2,0.6,18,11,-6,1,11,-8
CN(c1ccccc1)S(=O)(=O)c1ccc(Cl)nc1,-0.2,5,-0.3,1,11,2,-3,1,-3
CC(C)c1ccc(NC(=O)C(c2ccccc2)N(Cc2ccco2)C(=O)CC2NC(=O)NC2=O)cc1 (stereo not given),-0.8,7,-1.3,9,14,-4,-7,0,-4
C[C@H](CO)N1C[C@H](C)[C@@H](CN(C)C)Oc2c(NS(=O)(=O)c3ccccc3)cccc2C1=O,-0.3,7,0.3,-8,1,-2,-1,5,-4
CC(=O)Nc1ccc(C2NC(=O)c3ccccc3O2)cc1 (stereo not given),0.2,7,0.0,-5,-38,4,-1,-2,5
Cc1cc(CCC(=O)O)c(C)cc1CCC(=O)O,0.1,-5,-0.4,-6,2,-1,1,8,5
COc1ccc(S(=O)(=O)NC(CC(=O)N2CCc3ccccc32)c2ccco2)cc1 (stereo not given),-1.3,-10,0.1,10,14,4,-4,6,-4
O=C(/C(=C(/[O-])c1ccccc1)[n+]1ccccc1)c1ccc([N+](=O)[O-])cc1,-0.6,-19,0.2,-12,-2,-3,-4,-4,-13
CCOC(=O)C1CCCN(S(=O)(=O)c2ccc3c(c2)N(C(C)=O)CCO3)C1 (stereo not given),-0.2,9,0.3,-2,12,0,0,-4,6
O=C(Nc1ccccc1)Nc1cc(OCC(F)(F)F)cc(OCC(F)(F)F)c1,6.9*,-4,-0.7,52*,10,-39,0,12,-2
CCOn1c(-n2nc(C)cc2C)nc2ccccc2c1=O,-0.6,9,-0.9,-9,10,0,-2,-1,-1
Cc1onc(-c2ccccc2)c1C(=O)NNC(=S)NC(=O)c1ccc(Cl)cc1Cl,-1.1,14,0.6,0,4,4,-3,-7,-6
Cc1ccc(N(CC(=O)NCC2CCCO2)C(=O)CCC(=O)Nc2nccs2)cc1 (stereo not given),-0.3,12,0.0,-7,2,3,-4,-13,8
Cc1cc(NS(=O)(=O)c2ccc(NC(=O)c3ccc([N+](=O)[O-])cc3)cc2)nc(C)n1,0.2,4,0.6,-7,15,6,-2,4,-8
CC(=O)Nc1cc(F)c2c(c1F)Cc1cc(F)ccc1-2,-0.1,3,0.7,4,10,-2,-3,6,24*
Cc1c(C(=O)NCc2ccco2)sc2nc(-c3ccccc3)cn12,-1.0,0,0.8,2,-18,2,-7,-2,-2
COc1ccc(C2=CC(=O)C[C@H](c3ccc(F)cc3)C2)cc1F,0.6,-6,2.4,34,3,8,-2,-2,-6
O=C(Cn1cncn1)N/N=C/c1cccnc1,-0.5,10,-1.0,-9,0,2,-5,3,1
Cc1nc(C(C)NC(=O)c2cc(COc3ccc(C)c(C)c3)on2)c(C)s1 (stereo not given),0.0,0,2.4,11,22,3,0,-4,0
Cc1nc(C)c(-c2csc(NCc3ccccc3)n2)s1,-0.4,-5,-0.3,2,4,-1,-2,-6,-6
CCOC(=O)N1CCN(Cc2nc(Cc3cccc(F)c3)no2)CC1,-0.2,10,0.9,-5,-1,1,-2,-6,7
COC(=O)COc1ccccc1C(N)=O,-0.2,4,0.2,-9,8,-2,-1,6,-7
CS(=O)(=O)c1ccc(-c2nnc(NC(=O)c3cccc(N4C(=O)CCC4=O)c3)o2)cc1,-0.1,-10,2.0,-6,13,2,0,-4,1

# Part of the list above, limited to eLon inh.
Compound | eLon inh
CC(=O)Nc1ccc(C2NC(=O)c3ccccc3O2)cc1 (stereo not given) | -2
Cc1cc(CCC(=O)O)c(C)cc1CCC(=O)O | 8
COc1ccc(S(=O)(=O)NC(CC(=O)N2CCc3ccccc32)c2ccco2)cc1 (stereo not given) | 6
O=C(/C(=C(/[O-])c1ccccc1)[n+]1ccccc1)c1ccc([N+](=O)[O-])cc1 | -4
CCOC(=O)C1CCCN(S(=O)(=O)c2ccc3c(c2)N(C(C)=O)CCO3)C1 (stereo not given) | -4

# Next records follow.
SMILES,Tb MetRS inh,MLLE-PAM2 inh,MsrA inhibitor,FAS-TE inh,SKN-1 block,MT1-MMP act inh,bovine MsrA act,eLon inh,NRP1-CendR mod
Cc1cccc(S(=O)(=O)CC(=O)Nc2nc(-c3ccccc3)cs2)c1,-0.9,-5,0.2,11,-16,-10,0,-2,-6
O=C(CCCn1c(=S)[nH]c2cc3c(cc2c1=O)OCO3)N1CCN(C2CCCCC2)CC1,-0.8,-36,1.0,19,4,3,-2,-6,-17
CCCN(CCC)C(=O)CSc1ncccc1C(=O)O,-0.1,10,-1.8,-1,4,4,-2,8,-5
Cc1ccc(C(=O)OCCc2c(C)[nH]n(-c3ccccc3)c2=O)cc1,-0.8,-9,-0.3,-4,-6,1,-2,0,5
COc1c(O)cc(O)c2c(=O)cc(-c3ccccc3)oc12,-0.6,3,1.1,-4,9,-10,-4,-4,-7
CCOC(=O)N1CCN(C(=O)C[C@@H]2C[C@@]3(C(=O)OC)CCCCC=C3N(Cc3ccc(Cl)cc3Cl)C2=O)CC1,-0.4,/,-0.5,16,2,-2,0,5,-4
Cc1cccc(NC(=O)Cn2nnc(C(=O)Nc3ccc(F)c(Cl)c3)c2N)c1,0.0,3,1.6,-1,-5,0,-3,-5,-11
COc1ccc(N(CC(=O)NCCC2=CCCCC2)S(=O)(=O)c2ccccc2)cc1OC,-0.4,-3,1.1,2,-1,-4,-4,-3,-5
Cc1ccc(NC2=NCC(=O)N2C2CCCC2)c(C)c1,1.0,-8,2.1,-8,-30,0,-1,-1,2
N#Cc1ccccc1S(=O)(=O)c1ccccc1C(=O)Nc1ccccc1,-0.1,3,1.9,3,4,0,-6,-12,2
CN(C)CCNC(=O)C(=O)NCC1OCCCN1S(=O)(=O)c1cccs1 (stereo not given),1.2,14,-0.3,-12,4,3,-4,4,8
CC1=Nc2cc(C(=O)O)ccc2Sc2ccc(Br)cc21,0.7,-3,-1.1,2,8,-2,-5,-8,-25
Oc1ccccc1/C=C/c1noc(-c2ccccc2O)n1,0.4,12,1.2,1,6,0,-4,6,13
Fc1ccccc1Cn1c2[n+](c3ccc(C(F)(F)F)cc31)CCCCC2,-0.7,-99,-0.5,1,-6,-4,-6,4,-1
CC(C)C(=O)Nc1oc(-c2ccccc2)cc1C#N,-0.4,2,1.3,-3,2,-1,-4,-11,-3
CC(C)c1nnc(NC(=O)C2CCN(C(=O)Nc3ccc(Cl)cc3)CC2)s1,-0.8,0,-0.1,0,12,3,-4,-3,19
O=C(CSc1nnc(SCC(=O)NCc2ccc3c(c2)OCO3)s1)NCc1ccc2c(c1)OCO2,-0.1,-30,0.8,-6,8,10,-1,-2,4
C=CCNC(=O)c1ccccc1NC(=O)c1ccc(Cl)c(S(=O)(=O)Nc2cccc(C)c2C)c1,-1.1,-6,1.4,20,5,2,-10,1,-2
COc1ccc(NC(=O)CC23CC4CC(CC(Br)(C4)C2)C3)c(OC)c1,0.0,-23,1.3,18,3,0,-4,5,6
CCOc1ccc(NS(=O)(=O)c2c(C)nc3sc(CC)nn3c2=O)cc1,-0.3,7,0.4,4,-7,4,-2,-2,-2
O=c1cc(C(F)(F)C(F)F)oc2ccccc12,-0.3,3,0.0,-3,2,-2,-2,-5,-7
CCOc1ncccc1C(=O)NNC(=O)c1ccc(NS(=O)(=O)c2cccs2)cc1,-0.4,9,0.6,-1,-24,1,-10,9,8
C/C(=N\NC(=O)c1ccc(O)cc1O)c1cccnc1,0.2,4,1.9,-6,8,-4,-5,1,-4
CC[C@@]12C(=O)N(c3cccc(F)c3)C(=O)N1[C@H](c1ccc(OC)cc1)[C@@H]1C(=O)N(C(C)(C)C)C(=O)[C@@H]12,-0.2,-3,0.3,-4,16,3,-3,7,3
N#Cc1c(N)nc2c(c1N)CC(CCl)O2 (stereo not given),0.3,0,-0.6,-6,6,-5,-3,-7,-1
SMILES,Tb MetRS inh,MLLE-PAM2 inh,MsrA inhibitor,FAS-TE inh,SKN-1 block,MT1-MMP act inh,bovine MsrA act,eLon inh,NRP1-CendR mod
N#CC(C#N)=C1c2cc(S(=O)(=O)NCCO)ccc2-c2ccc(S(=O)(=O)NCCO)cc21,-0.2,21,-0.8,2,-5,-13,-2,-2,7
COc1ccc(Cn2nnnc2C(CC(C)C)N2CCC(C(N)=O)CC2)cc1 (stereo not given),0.7,1,0.9,-2,5,1,0,7,1
Cc1cc2cc(CN(CC3CCCO3)C(=S)Nc3ccccc3)c(=O)[nH]c2cc1C (stereo not given),0.5,-101,1.0,25,15,-18,-4,4,-15
O=C(Cn1[nH]c(=O)c2ccccc2c1=O)OCC(=O)c1ccc(Br)cc1,-0.5,11,-0.2,-2,-13,-2,-7,-5,-3
COc1ccc(NC(=O)CCC(=O)c2cccs2)cc1Cl,-1.1,0,-1.0,6,11,1,-2,-4,6
O=C(c1cc2c(c(-c3cccc(-c4ccncc4)c3)n1)[C@@H](CCO)N(C(=O)c1ccc3c(c1)OCO3)C2)N1CCOCC1,-1.0,/,0.1,-9,6,2,-2,-2,0
O=c1[nH]c(/C=C/c2cccc([N+](=O)[O-])c2)c([N+](=O)[O-])c(=O)[nH]1,-0.7,-9,3.0,3,14,-3,-7,2,-67
COc1ccc(-c2csc(NC(=O)CS(=O)(=O)c3ccccc3)n2)cc1OC,0.3,-8,0.4,-3,16,6,-2,-1,1
CC1CCCC(NC(=O)c2cccc(S(=O)(=O)N3CCOCC3)c2)C1C (stereo not given),-0.5,-35,-1.0,-4,14,0,-7,6,-15
Cc1noc(NS(=O)(=O)c2ccc(N/C=C\C(=O)c3ccc(F)cc3)cc2)c1C,0.1,14,3.9,-3,-22,5,-5,8,4
Cc1c(C(=O)O)c2cc(O)ccc2n1-c1ccccc1,0.4,-1,0.7,-11,-18,0,0,0,-8
COc1ccc(C2=CSC3=NNC4(CCCCC4)NN23)cc1,-1.5,-4,0.4,-11,-12,0,-11,-4,-7
Cc1ccccc1/C=N/N1C(=O)CSC1=S,-0.6,31,1.2,-5,2,4,-3,-19,-8
O=C(O)C1Cc2ccccc2CN1S(=O)(=O)c1ccc2ccccc2c1 (stereo not given),-0.2,-1,-1.5,-11,17,0,-5,1,-6
Cc1cc(C)c(S(=O)(=O)N2CCN(C(=O)c3ccccc3OCc3c(C)noc3C)CC2)c(C)c1,-0.2,0,0.1,13,-7,-5,4,3,0
CCC(C(=O)NC1CCN(C)CC1)c1ccccc1 (stereo not given),0.1,-6,-0.1,-2,-2,-7,-3,9,53*
Cc1c(C(=O)NCC2CCCO2)cccc1[N+](=O)[O-] (stereo not given),-0.4,5,1.7,-12,-6,-1,-3,-7,-21
CCC(=O)c1ccc(OCC(=O)N2CCCC2)c(OC)c1,-0.4,-8,-0.5,-5,0,1,-2,3,-2
